BoNT A protease – BoNT/A light chain protease inhibitors, primary screen, biochemical, flow cytometry, MLPCN library. Botulinum neurotoxin type A light chain protease (Clostridium botulinum A str. ATCC 3502). multiplex microsphere protease substrate cleavage. inhibition, % at 10 µM. actives 0.17% (n = 360,000). AID 588499, 2011; note: plate controls were buffer without enzyme for full effect and enzyme alone for no effect
BoNT F protease – BoNT/F light chain protease inhibitors, primary screen, biochemical, flow cytometry, MLPCN library | inhibition, % at 10 µM | Botulinum neurotoxin type F light chain protease (Clostridium botulinum) | AID 588497, 2011 | actives 0.22% (n = 360,000) | Multiplex microsphere protease cleavage assay; in the data active = inhibition above about 35%, passing the limit was not always enough; inconclusive = no clear call, values can overlap the other calls; note: plate controls were buffer without enzyme for full effect and enzyme alone for no effect
FadD28 FP inh – inhibitors of FadD28 bisubstrate probe binding, primary screen, biochemical, fluorescence polarization, single point; Mycobacterium tuberculosis FadD28 fatty-acid-AMP ligase; inhibition, % at 12.5 µM; actives 0.22% (n = 360,000); in the data active = inhibition above about 8.5%, passing the limit was not always enough; inconclusive = no clear call, values can overlap the other calls
PfHsp40 rescue – rescue of yeast from PfHsp40 toxicity, primary screen, S. cerevisiae, ATP luminescence; S. cerevisiae expressing PfHsp40, growth rescue; growth rescue, % at 12.5 µM; actives 0.68% (n = 340,000); AID 504582, 2011; in the data active = growth rescue above about 28%, passing the limit was not always enough; inconclusive = no clear call, values can overlap the other calls;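 note: yeast W303a lacking pdr1 and pdr3 grown in galactose medium; growth measured after three days at 30 °C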
Anthrax LF prot – Bacillus anthracis LF protease inhibitors, primary screen, biochemical, multiplex microsphere, MLPCN library | multiplex microsphere protease cleavage assay | AID 588501, 2011 | Lethal factor (Bacillus anthracis), P15917 | actives 0.12% (n = 360,000) | inhibition, % at 10 µM; note: plate controls were buffer without enzyme for full effect and enzyme alone for no effect
GDH-TPI inh – GDH-TPI coupling enzyme inhibitors, primary screen, artefact control for M. tuberculosis FBA inhibitor project, biochemical, absorbance, full deck. GDH-TPI coupled enzyme counterscreen, NADH absorbance. inhibition, % at 4.8 µM. actives 1.2% (n = 360,000); in the data active = inhibition above about 30%;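 note: 0% = DMSO wells and 100% = wells lacking the enzyme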
FBA Mtb inh – Mtb FBA enzyme inhibitors, primary screen, biochemical, fluorescence, strain H37Rv; purified M. tuberculosis FBA, fluorescence read-out; AID 588726, 2011; actives 2.3% (n = 360,000); inhibition, % at 1 µM; in the data active = inhibition above about 27%;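 note: 0% = vehicle and 100% = reference inhibitor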
Target sequence (P9WQA3 whole entry, looked up): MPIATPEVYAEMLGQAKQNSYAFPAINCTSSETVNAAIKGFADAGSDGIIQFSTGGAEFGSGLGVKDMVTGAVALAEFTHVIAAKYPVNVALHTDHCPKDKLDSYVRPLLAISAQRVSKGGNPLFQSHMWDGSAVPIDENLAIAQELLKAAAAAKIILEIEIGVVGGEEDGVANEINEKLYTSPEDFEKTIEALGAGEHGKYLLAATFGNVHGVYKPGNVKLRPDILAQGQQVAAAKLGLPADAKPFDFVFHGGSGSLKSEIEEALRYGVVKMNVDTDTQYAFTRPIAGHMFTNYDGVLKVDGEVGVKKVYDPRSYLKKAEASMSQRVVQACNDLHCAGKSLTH
Mtb UGM inh – M. tuberculosis UGM enzyme inhibitors, primary screen, biochemical, fluorescence polarization, single point; UDP-galactopyranose mutase (Mycobacterium tuberculosis (strain ATCC 25618 / H37Rv)), …; purified UGM, fluorescence polarization probe displacement; inhibition, % at 10 µM; actives 0.06% (n = 320,000); AID 504406, 2011; in the data active = inhibition above about 10%, passing the limit was not always enough; inconclusive = no clear call, values can overlap the other calls
Target sequence (P9WIQ1 whole entry, looked up): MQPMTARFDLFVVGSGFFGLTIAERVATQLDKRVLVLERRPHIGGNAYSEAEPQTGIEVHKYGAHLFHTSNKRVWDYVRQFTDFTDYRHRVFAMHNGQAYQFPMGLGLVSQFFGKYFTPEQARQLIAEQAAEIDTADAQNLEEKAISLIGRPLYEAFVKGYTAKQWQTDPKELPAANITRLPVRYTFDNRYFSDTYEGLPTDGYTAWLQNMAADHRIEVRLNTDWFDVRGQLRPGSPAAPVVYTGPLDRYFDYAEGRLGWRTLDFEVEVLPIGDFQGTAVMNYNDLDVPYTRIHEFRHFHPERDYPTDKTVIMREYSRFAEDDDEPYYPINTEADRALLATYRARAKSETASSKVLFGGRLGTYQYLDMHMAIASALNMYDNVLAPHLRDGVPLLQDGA
BioA inh – M. tuberculosis BioA enzyme inhibitors, primary screen, biochemical, plate reader, single point, HTS. 7,8-diaminopelargonic acid synthase BioA (Mycobacterium tuberculosis). purified M. tuberculosis BioA enzyme. inhibition, % at 9.99 µM. actives 0.096% (n = 360,000); in the data active = inhibition above about 40%; inconclusive = no clear call, values can overlap the other calls
An asterisk follows results filed as active; ? = inconclusive; / = not tested or not shown; + = active, no number; & = joins results of further samples. Cut-off read from the data, not from the text of the source, unless noted: active = inhibition above about 30%; inconclusive = no clear call, values can overlap the other calls; inactive = below that.

The opening 4 records as a preview:
SMILES	BoNT A protease	BoNT F protease	FadD28 FP inh	PfHsp40 rescue	Anthrax LF prot	GDH-TPI inh	FBA Mtb inh	Mtb UGM inh	BioA inh
COc1ccc(OC)c(S(=O)(=O)N2CCC3(CC2)OCCN3S(=O)(=O)c2ccccc2)c1	2.7	?	6.6	0.7	-1.0	-5.5	2.6	-2.1	1.4
CCS(=O)(=O)n1nc(C(=O)N2CCOCC2)nc1N	-0.4	5.6	1.1	0.6	-1.4	2.6	3.3	0.7	-2.4
CCS(=O)(=O)N1CCN(Cc2ccncc2)CC1	0.2	-2.3	-6.1	-0.5	-1.3	-11.7	-0.7	3.4	-1.4
CCCNC(=O)CN(CCc1ccccc1)S(C)(=O)=O	-0.8	-5.6	-2.6	0.1	-4.4	0.0	1.5	-0.7	0.2

The listing, from the start:
SMILES	BoNT A protease	BoNT F protease	FadD28 FP inh	PfHsp40 rescue	Anthrax LF prot	GDH-TPI inh	FBA Mtb inh	Mtb UGM inh	BioA inh
COc1ccc(OC)c(S(=O)(=O)N2CCC3(CC2)OCCN3S(=O)(=O)c2ccccc2)c1	2.7	?	6.6	0.7	-1.0	-5.5	2.6	-2.1	1.4
CCS(=O)(=O)n1nc(C(=O)N2CCOCC2)nc1N	-0.4	5.6	1.1	0.6	-1.4	2.6	3.3	0.7	-2.4
CCS(=O)(=O)N1CCN(Cc2ccncc2)CC1	0.2	-2.3	-6.1	-0.5	-1.3	-11.7	-0.7	3.4	-1.4
CCCNC(=O)CN(CCc1ccccc1)S(C)(=O)=O	-0.8	-5.6	-2.6	0.1	-4.4	0.0	1.5	-0.7	0.2
COCCn1c(SCC(=O)Nc2ccc(NC(C)=O)cc2)nc2ccccc2c1=O	0.9	-3.0	-2.0	0.3	7.2	6.0	3.1	-0.2	-0.5
CC(=O)c1c(N=CN(C)C)nc(C)nc1-c1ccccc1	-0.5	-2.8	0.1	0.2	-4.5	21.7	3.1	-0.6	-2.2
CCN(CC)S(=O)(=O)c1ccc(C)c(NC(=O)CNc2cccc(S(=O)(=O)N3CCOCC3)c2)c1	/	/	-4.8	-0.5	/	2.5	-0.3	0.5	0.5
COC(=O)c1[nH]c2cccc(C)c2c1NC(=O)CN1CCN(c2ccccc2OC)CC1	0.1	5.8	-0.3	-1.6	-0.3	1.0	11.5	1.2	-0.9
O=C(NCCN1CCOC1=O)C1CCC(=O)N(CCc2ccc(Cl)cc2)C1 (stereo unspecified)	-0.4	-3.0	-1.6	-0.8	-1.8	-7.7	-0.8	1.5	11.5
Cc1cc(C)n(CC(O)Cn2c3ccc(Br)cc3c3cc(Br)ccc32)c(=O)n1 (stereo unspecified)	-0.2	2.0	-7.3	2.9	0.6	6.6	-2.6	0.7	/
Cc1ccc(S(=O)(=O)N2CCC(C(=O)OCC(=O)N(C)Cc3ccccc3)CC2)cc1C	-0.2	-6.8	-2.8	0.8	-2.4	-6.5	-0.5	-1.7	/
O=C(OCCN1C(=O)c2ccccc2C1=O)c1cc(=O)[nH]c2ccccc12	0.2	-10.7	0.0	0.4	4.3	4.8	2.6	0.1	-0.4
CC(=O)N=c1sc(S(N)(=O)=O)nn1C	-0.4	-1.0	-1.3	1.4	-10.0	13.0	4.2	-0.6	-1.9
COc1ccc(Cl)cc1C(=O)Nc1ccc(CN2CCCCC2)cc1	-0.5	-2.0	-0.9	0.8	-8.0	0.6	0.6	-1.1	/
CCCC(CCC)C(=O)Nc1ccncc1	-0.6	-5.2	-1.9	-1.2	-10.8	-1.6	0.5	-0.7	-0.3
COCCNC(=O)c1cccc(OC2CCN(Cc3ccc(F)cc3OC)CC2)c1	-0.3	-23.9	0.2	-1.8	-2.1	-1.5	-0.5	-0.8	-0.4
CC(C)CC(NC(=O)C(CC(C)C)NC(=O)C(Cc1ccc(OCc2ccccc2)cc1)NC(=O)OC(C)(C)C)C(N)=O (stereo unspecified)	0.3	2.6	-2.6	0.0	-9.8	1.6	-3.5	0.2	-0.5
CCn1c(=O)c(C(=O)CN2CCN(Cc3ccc4c(c3)OCO4)CC2)c(N)n(Cc2ccccc2)c1=O	-2.1	-7.2	-4.5	1.1	-1.7	-4.1	0.9	0.5	/
CCOC(=O)c1cc(CC)sc1NC(=O)c1cc(OC)c(OC)c(OC)c1	0.7	-0.1	-3.2	0.5	-4.8	-2.9	-11.3	0.7	-0.9
C[C@@H]1CN([C@H](C)CO)S(=O)(=O)c2ccc(Br)cc2O[C@@H]1CN(C)C(=O)NC1CCCC1	0.5	-0.2	-2.6	/	-3.5	-1.4	-0.9	/	0.4
O=C(O)CCc1ccc(-c2ccc(Br)cc2)n1CC(=O)O	0.4	4.5	3.0	0.2	-1.9	28.3	9.7	1.3	0.0
Cc1nc(SCC(=O)NCc2ccc(F)cc2)c2c(=O)n(C)c(=O)n(C)c2n1	0.2	-2.3	0.2	0.7	-2.2	-6.0	2.1	-2.1	0.9
COc1ccccc1NC(=O)c1ccc(NC(=O)CSc2ncccn2)cc1	-0.2	-1.9	-1.3	-0.6	3.7	-1.9	0.9	-0.7	/
C[C@@H]1CN([C@@H](C)CO)C(=O)c2cc(NC(=O)CCC(F)(F)F)ccc2O[C@H]1CN(C)S(=O)(=O)c1ccc(Cl)cc1	-0.2	-4.1	5.7	-0.1	-5.4	2.7	0.8	1.1	0.1&1.5
CN1CCN(c2nc(-c3cccs3)cc(C(F)(F)F)n2)CC1	-0.6	-5.2	-2.6	-2.1	1.7	6.4	2.3	0.3	0.8
(continued)
SMILES	BoNT A protease	BoNT F protease	FadD28 FP inh	PfHsp40 rescue	Anthrax LF prot	GDH-TPI inh	FBA Mtb inh	Mtb UGM inh	BioA inh
CC(/C=N/NC(=O)c1ccco1)=C\c1ccccc1	0.3	-0.5	-3.4	0.2	-1.4	20.8	-1.7	-0.4	5.5
Nc1ccc(-c2nc3cc(N)ccc3n2CCO)cc1	-0.7	-4.2	-3.5	-0.3	-6.7	14.1	+	-0.1	/
O=C(NCCCN1CCOCC1)c1cccnc1SCc1ccccc1Cl	0.0	2.6	-0.7	-1.1	1.3	11.0	2.7	1.4	-2.9
CCOC(=O)CSc1nc2ccc(S(=O)(=O)N3CCOCC3)cc2[nH]1	0.5	7.1	0.1	-1.5	-0.5	-1.9	2.6	-0.9	-0.9
COCCn1c(=O)[nH]c2cc(C(=O)N3CCN(c4ccccc4F)CC3)ccc2c1=O	-0.7	-20.2	0.6	2.2	-10.4	3.0	1.2	0.3	-0.9
Cc1nn(CC(=O)Nc2sc3c(c2C#N)CCC(C(C)(C)C)C3)c(C)c1[N+](=O)[O-] (stereo unspecified)	-0.5	3.7	0.2	-1.6	-1.9	0.9	-2.6	0.0	/
COc1ccccc1N/C=C/c1onc(C)c1[N+](=O)[O-]	2.4	2.1	1.2	-0.5	1.9	11.7	-26.0	3.6	/
COc1cc(C2C(C#N)=C(C)NC3=C2C(=O)CC(C)(C)C3)ccc1O (stereo unspecified)	0.2	1.1	-22.9	-0.1	1.2	23.8	0.1	-2.6	/
COC(=O)c1ccc(CNC(=O)c2ccc(NS(=O)(=O)c3ccc4[nH]c(=O)[nH]c4c3)cc2)cc1	-4.8	-16.9	-6.5	-0.8	1.2	-2.5	0.4	0.6	-1.5
COc1ccc(C2CC(=O)N(CCCN(C)CCc3ccc(OC)c(OC)c3)C2)cc1 (stereo unspecified)	1.4	3.1	-1.3	-0.1	-0.2	2.6	-0.5	-1.2	-1.4
O=c1cc(CSc2nnnn2-c2ccccc2)nc2scc(-c3ccccc3)n12	0.5	-3.3	-3.4	-0.2	-0.6	16.0	7.0	-0.9	-0.4
Cc1ccc(S(=O)(=O)N(C)CC(=O)NCc2ccncc2)cc1	-2.1	-7.8	-3.8	-0.6	-21.1	2.4	-1.2	-2.4	0.7
O=C(Nc1ccccc1)O/N=C1\CCCCC1c1ccc([N+](=O)[O-])cc1[N+](=O)[O-] (stereo unspecified)	0.4	-26.9	-1.5	-0.8	-4.0	2.2	-0.4	-2.0	2.0
C[C@@H]1[C@H](c2ccccc2)Oc2ccc(Cl)cc2S(=O)(=O)N1CC1CCCN1C(=O)OC(C)(C)C (stereo partly specified)	-0.2	-1.3	-2.8	-0.2	-0.3	-14.7	0.0	/	1.0
COc1ccc(-c2[nH]nc3c2C(c2ccoc2)C(C#N)=C(N)O3)cc1 (stereo unspecified)	0.8	-6.8	-2.0	-0.9	-1.6	6.9	-4.6	0.0	-0.4
N#Cc1cc2cc3c(cc2nc1SCC(=O)OC1CCCCC1)OCO3	-0.1	1.1	0.8	-0.7	3.1	-11.5	5.2	-0.8	1.5
Cc1ccsc1C(=O)OCC(=O)Nc1cccc(S(=O)(=O)N2CCOCC2)c1	-0.4	-1.9	-2.3	-0.7	0.2	8.9	1.2	-1.1	/
O=C(OCc1ccc(Cl)c(Cl)c1)c1ccccn1	?	7.0	-2.3	-1.4	2.4	10.5	7.8	-1.8	1.6
CCOc1ccc(Oc2ccccc2NC(=O)CSCC(=O)Nc2cc(C)on2)cc1	/	/	-10.9	-0.3	/	-1.8	-2.3	3.7	-0.5
CCOc1cc(C=NNC(=O)c2cccc(S(=O)(=O)N3CCCC3)c2)ccc1O	1.8	4.4	-0.8	-0.1	4.1	23.3	-1.8	-0.1	-9.9
COc1cc(C(O)C(=O)O)ccc1O (stereo unspecified)	0.5	-6.0	-0.6	-1.0	2.6	5.3	0.2	-2.8	-0.2
CCN(CC)C(=O)C(=O)Nc1cc(C(F)(F)F)ccc1Cl	-2.3	-23.9	-1.1	-0.9	-8.2	2.9	3.3	-0.1	-1.1
O=C(CSc1nc2ccccc2c(=O)n1CCCO)Nc1ccc2c(c1)OCCO2	/	/	1.5	-0.2	/	-4.2	2.4	/	-0.2
CC(C)C(=O)NC(=S)Nc1nnn(C)n1	-0.3	4.7	-0.8	-1.4	0.6	7.2	-0.3	-0.1	-1.7
O=C(NCCCC1CCCC1)C1CCC(=O)N(Cc2ccc(Cl)cc2)C1 (stereo unspecified)	0.2	-6.0	-3.6	1.2	2.9	4.8	-1.0	-0.6	2.4
The list continues.
SMILES	BoNT A protease	BoNT F protease	FadD28 FP inh	PfHsp40 rescue	Anthrax LF prot	GDH-TPI inh	FBA Mtb inh	Mtb UGM inh	BioA inh
COc1cccc2c1cc1c(=O)n(CC(=O)NCc3ccccn3)nc(C)n12	0.7	2.3	-4.0	-0.2	-0.1	8.4	18.5	2.8	-1.0
O=C(Nc1ccnn1C1CCN(Cc2cccc(OCCO)c2)CC1)C1CCOC1 (stereo unspecified)	-0.6	-4.2	-3.5	-2.7	-3.9	-7.1	-4.8	3.9	-0.2
CCOc1ccc(CCNC(=O)c2ccc3ccccc3n2)cc1OCC	-4.0	-15.8	-1.0	5.4	0.3	-0.3	1.2	2.0	3.7
CCCCC(CC)CNC(=O)CC1Nc2c3ccccc3nc(=S)n2C1=O (stereo unspecified)	-0.4	-5.4	-4.4	0.9	-1.4	-8.8	-0.7	2.7	/
Cc1cc(Nc2ccc(F)cc2)nc(N)n1	0.1	-3.1	-2.1	0.9	0.8	11.2	-0.9	-1.7	-0.1
O=[N+]([O-])c1ccc(F)cc1OCc1nc(-c2cccs2)no1	-0.2	-2.7	-9.3	0.5	0.2	-1.2	-1.4	/	/
COc1ccccc1N=C(C)C1=C(O)COC1=O	-0.6	-12.6	-0.4	0.0	-0.7	-1.1	1.4	0.0	-1.3
CC(C)C1COC(c2cccn2Cc2ccccc2Cl)=N1 (stereo unspecified)	-0.1	-6.6	-0.9	-1.2	-1.6	0.6	0.1	-3.1	0.8

Source: PubChem (several laboratories)
